RMI FANCM FP: inhibitors of human RMI core complex binding to FANCM MM2. Fluorescence polarization, RMI core complex with F-MM2 peptide; hits give low values. FP signal (polarization) at 33 µM. 70,000 compounds, 0.58% hits; in the data active = FP signal below about 40; note: inactives centre near 61; strong numbers were not always called active; unit not given here
An asterisk follows results filed as active; & = joins results of further samples. A portion of the library; rates above refer to the full screens.

| RMI FANCM FP | molecule |
| --- | --- |
| 72 | O=C(Nc1nnc(-c2ccccc2)o1)C1CC(=O)N(c2ccccc2)C1 (stereo not given) |
| 64&61 | CCOc1ccc(Cc2nccc3cc(OCC)c(OCC)cc23)cc1OCC |
| 51 | CCCCCCc1cc2cc(C(N)=O)c(=O)oc2cc1O |
| 74 | COC(=O)c1ccc(C(=O)Nc2ccc(C(C)=O)cc2)cc1 |
| 59 | O=C(/C=C/c1ccc([N+](=O)[O-])cc1)c1ccc(Cl)cc1Cl |
| 51 | COc1ccc(Cl)cc1C(=O)NCCn1c(C)cc2ccccc21 |
| 72 | COc1ccc(OC)c(C(=O)Nc2nnc(Cc3ccc(Cl)s3)o2)c1 |
| 60 | O=C1c2ccccc2C(=O)c2c(Sc3cccc4c3C(=O)c3ccccc3C4=O)cccc21 |
| 64 | Clc1ccc(SCc2ccc(-c3csnn3)cc2)cc1 |
| 64 | CCOC(=O)c1ccc(Nc2nn3c(=O)c4ccc(Cl)cc4nc3s2)cc1 |
| 61 | CCOC(=O)C1CCN(c2nc3ccccc3nc2S(=O)(=O)Cc2ccc(Cl)cc2)CC1 |
| 63 | Cc1ccc(S(=O)(=O)N(C)c2c(C)ccc(S(=O)(=O)NCc3cccnc3)c2C)cc1 |
| 57 | COc1c(Cl)cc(Cl)c(OC)c1C(=O)NNc1cc(Cl)ccc1Cl |
| 52 | O=C(O)c1ccccc1C(=O)NCCNc1ccc(C(F)(F)F)cn1 |
| 60 | CCCCSc1nnc(CSc2ncccn2)n1CCc1ccccc1 |
| 64 | O=C(NCCCS(=O)(=O)N1CCN(c2ccccc2)CC1)c1ccc[nH]c1=O |
| 71 | CC1C(=O)NCCN1C(=O)CCS(=O)(=O)c1ccccc1 (stereo not given) |
| 59 | COc1cc(OC)c2c(c1)C(=O)OC2OC (stereo not given) |
| 64 | NC(=O)Cn1nc(C2CC2)c2cnn(-c3ccc(F)cc3)c2c1=O |
| 53 | C/C(=N/NC(N)=O)c1csc2ccccc12 |

Remaining list, next part.
| RMI FANCM FP | molecule |
| --- | --- |
| 64 | CCc1nnc(-c2ccc(NC(=O)CC3CCCC3)cc2)o1 |
| 56 | COc1ccc(S(=O)(=O)N2CCCC2C(=O)N2CC(=O)Nc3ccccc32)cc1 (stereo not given) |
| 46 | COc1ccc(CNCc2ccc(OC)c(OC)c2)cc1C |
| 69 | CCc1ccc2ncc(C#N)c(Nc3cccc(C(F)(F)F)c3)c2c1 |
| 65 | CC(C)=C1SC(=O)NC1=O |
| 65 | O=C(O)P(=O)(O)O |
| 61 | O=C1c2ccccc2-c2c1nc1ccccc1[n+]2[O-] |
| 53 | OCCNC(=S)Nc1ccc(C2CCCCC2)cc1 |
| 125 | O=C(CSc1ccc(NC(=O)c2ccco2)nn1)Nc1ccc2c(c1)OCO2 |
| 51 | CC(=O)Nc1sc2c(c1C#N)CCc1ccccc1-2 |
| 129 | O=C(CSCc1ccccc1)Nc1ccc2c3c(cccc13)CC2 |
| 58 | Cc1ccnc(NS(=O)(=O)c2ccc(NC(=O)COc3cccc4c3OC(C)(C)C4)cc2)n1 |
| 57 | CCOc1ccc(NC(=O)c2ccc(N3CC4CC(C3)c3cccc(=O)n3C4)c(NC(=O)Cc3c(F)cccc3Cl)c2)cc1 (stereo not given) |
| 76 | O=C(NCC(=O)N1CCOC(c2ccccc2)C1)C(=O)NCc1ccc2c(c1)OCO2 (stereo not given) |
| 57 | COc1ccc(CNc2nc(-c3cccs3)c(C#N)c(=O)n2C)cc1 |
| 70 | NC(=O)c1ccccc1NC(=O)Cn1cnc(-c2ccccc2)cc1=O |
| 67 | COc1ccc(CNC(=O)CCc2csc(NC(=O)Nc3ccccc3)n2)cc1 |
| 72 | COCC(=O)N1CCCc2ccc(NS(=O)(=O)c3ccccc3Cl)cc21 |
| 55 | Cc1ccccc1C(=O)Cc1ccc(C(N)=O)cc1 |
| 68 | N=C1C(c2nc3ccccc3[nH]2)=C(O)CN1c1ccc2c(c1)OCCO2 |

Remaining list, next part:
| RMI FANCM FP | molecule |
| --- | --- |
| 64 | Cc1ccc(/C=C(/C#N)c2nc(-c3ccc(C)c(C)c3)cs2)o1 |
| 61 | COc1ccc2c(=O)c(-c3cc4c(cc3OC)OCO4)coc2c1 |
| 57 | Cn1cncc1S(=O)(=O)/C(C#N)=C/c1ccccc1Sc1ccc(Cl)cc1 |
| 63 | CCONC(=O)Nc1ccccc1C |
| 61 | CS(=O)(=O)c1ccc(-c2ccc(NC(=O)CSCc3ccccc3)cc2)nn1 |
| 66 | COc1ccccc1-n1nnc(C(=O)OCc2ccccc2F)c1C |
| 76 | COc1ccc2nc(-c3ccc(C)c(NC(=O)c4cc(OC)c(OC)c(OC)c4)c3)cn2n1 |
| 62 | COc1cc(OC)cc(C(=O)Nc2cccc(-c3csc(NC(=O)c4cc(OC)cc(OC)c4)n3)c2)c1 |
| 66 | Cc1ccc(NC(=O)C(=O)NCCN2CCN(c3ccc(F)cc3)CC2)cc1Cl |
| 84 | O=C(C1CCN(S(=O)(=O)c2cccs2)CC1)N(Cc1cccnc1)c1nc2c(F)cc(F)cc2s1 |
| 64 | COc1cccc(-c2csc(/C(C#N)=C\c3ccc(Cl)cc3Cl)n2)c1 |
| 63 | O=C(CS(=O)(=O)c1cccs1)NCCc1ccccc1 |
| 59 | CCOC(=O)Cn1nc([N+](=O)[O-])c([N+](=O)[O-])c1C |
| 55 | Cc1cc(=O)n2c(n1)SCOC2 |
| 61 | CC(=O)Nc1cccc(OCCCN2CCS(=O)(=O)CC2)c1 |
| 62 | CCOc1ccc(OCCNS(=O)(=O)c2cc(C)c(C)cc2C)cc1 |
| 70 | Cc1cc(NC(=O)C2CCCN(S(=O)(=O)c3ccc(Cl)cc3)C2)on1 (stereo not given) |
| 54 | COC(=O)c1cc(OC)c(OC)c(OC)c1NC(=O)c1cc2ccccc2oc1=O |
| 65 | O=C(CC1CCCCN1S(=O)(=O)c1ccccc1)Nc1ccc2c(c1)OCO2 (stereo not given) |
| 58 | Fc1ccc(N=CNc2ccc(F)cc2F)c(F)c1 |

More results
| RMI FANCM FP | molecule |
| --- | --- |
| 64&61&62 | CCCN(CCC)S(=O)(=O)c1ccc(C(=O)O)cc1 |
| 62 | O=C(N/N=C\c1ccccc1[N+](=O)[O-])c1cccc(O)c1 |
| 58 | CC1CN(S(=O)(=O)c2cccc(Cl)c2)CC(C)O1 (stereo not given) |
| 55 | CSc1nc(NC(=O)NS(=O)(=O)c2ccccc2C(F)(F)F)nc(-c2ccccn2)n1 |
| 70 | Cn1nccc1C(=O)NCc1ccccc1 |
| 62 | CCOC(=O)N1CCN(C(=O)Cn2nc(C)c3cnn(C(C)(C)C)c3c2=O)CC1 |
| 67 | CC(C)C(=O)N1CCc2ccc(NC(=O)c3ccc(Cl)cc3)cc2C1 |
| 58 | Cc1cccc(-c2nc3scc(CCNC(=O)c4cccs4)n3n2)c1 |
| 57 | CSc1nc2ccc3nc(NC(=O)CN4C(=O)CCC4=O)sc3c2s1 |
| 62 | CC(=O)N1CCN(C2=NC(=O)/C(=C\c3ccc(OS(=O)(=O)c4ccccc4)cc3)S2)CC1 |
| 73 | NC(=O)CSc1c[nH]c2ccccc12 |
| 60 | Cn1c(=NC(=O)c2coc3ccccc3c2=O)sc2cccc(F)c21 |
| 63 | CC(C)(C)S(=O)(=O)/C(C#N)=C/c1sccc1C1OCCO1 |
| 68 | C=CCc1c(C)nc(N2CCSCC2)[nH]c1=O |
| 60 | COc1nn(C)cc1-c1nnc(SCC(=O)c2ccc(Cl)cc2)n1C |
| 58 | CCOC(=O)N1CCN(c2cc(C(F)(F)F)cc(C(F)(F)F)n2)CC1 |
| 88 | Cc1ccccc1-c1noc(CSc2nc3ccsc3c(=O)n2-c2ccc(Cl)cc2)n1 |
| 60 | O=C(c1ccc(F)c(F)c1)N1CCN(Cc2nc3ccccc3[nH]2)CC1 |
| 53 | O=S(=O)(NCc1ccc(F)cc1F)c1cc(Br)c(Br)s1 |
| 57 | O=C(Oc1ccc(Cl)cc1)c1sc2sccc2c1Cl |

Next section.
| RMI FANCM FP | molecule |
| --- | --- |
| 69 | COc1ccc(C)cc1NC(=O)Cn1cnc2c(-c3ccccc3)csc2c1=O |
| 59 | O=C(Oc1ccc(C=NC23CC4CC(CC(C4)C2)C3)cc1)c1ccccc1F |
| 99 | COc1ccc(-c2c3c(nc4sc(C(=O)Nc5nsc(-c6ccccc6)n5)c(N)c24)CC(C)(C)CC3=O)cc1 |
| 62 | Cc1ccc(C)c(NC(=O)CSc2nnc(NC(=O)c3cc(Br)ccc3Cl)s2)c1 |
| 58 | O=S(=O)(Oc1cccc(C(F)(F)F)c1)c1ccc(-c2cc(C(F)(F)F)on2)s1 |
| 61 | Cc1ccccc1-c1ccc(N2CCC(C(=O)Nc3ccc4c(c3)OCO4)CC2)nn1 |
| 105 | CCc1ccc(-c2cc3c(SCC(=O)Nc4ccc(C(=O)OC)cc4)nccn3n2)cc1 |
| 56 | Nc1ncnc(Nc2ccc(Cl)cc2C(=O)c2ccccc2Cl)c1[N+](=O)[O-] |
| 52 | COC(=O)CSc1cc(C(F)(F)F)nc2cc(C(C)(C)C)nn12 |
| 60 | CS(=O)(=O)N1CCCC1C(=O)Nc1nc(-c2ccc3c(c2)CCCC3)cs1 (stereo not given) |
| 55 | Cc1ccc(OC(=O)c2ccc(C)c([N+](=O)[O-])c2)cn1 |
| 65 | COc1cc(C2=NN3C(C2)c2ccccc2OC3c2cccs2)ccc1O (stereo not given) |
| 58 | O=C(c1ccco1)N1CCN(C(=O)c2cc3cc(Cl)cc(Cl)c3oc2=O)CC1 |
| 61 | C/C(=C1\SC(=S)N(CCS(=O)(=O)O)C1=O)c1ccc(Cl)cc1 |
| 61 | COC(=O)c1ccc2c(=O)n(Cc3ccc(C(=O)NCCc4ccccc4)cc3)c(=S)[nH]c2c1 |
| 75 | COc1cc(C(=O)O/N=C2/C=C(C)C(=O)C=C2C(C)C)cc(OC)c1OC |
| 65 | CCc1ccc(-c2noc(CN3C(=O)COc4ccc(C)cc43)n2)cc1 |
| 54 | N#Cc1c(N)nc2ccc(Cl)cc2c1-c1ccccc1 |
| 64 | O=C(Nc1ccc(Cl)cc1)C(c1ccccc1)N1CCOCC1 (stereo not given) |
| 49 | CCOC(=O)C1CCN(/C=C(\C#N)S(=O)(=O)C(C)(C)C)CC1 |

Next section
| RMI FANCM FP | molecule |
| --- | --- |
| 66 | COc1cc(NC(=O)CC2CSc3nc(C(C)C)cc(=O)n32)cc(OC)c1OC (stereo not given) |
| 213 | COc1ccc(NC(=O)/C=C2\SC(=O)N(CC(=O)Nc3ccccc3)C2=O)cc1 |
| 49 | Cc1ccc(S(=O)(=O)NC(=O)N2CCOCC2)cc1 |
| 70 | CC(=O)Nc1ccc(C(=O)NCCNC(=O)COc2ccc(Cl)cc2Cl)cc1 |
| 59 | O=C(N/N=C\c1cccnc1)c1ccncc1 |
| 65 | CCCNC(=O)CSc1nc(C)c(C)c(=O)[nH]1 |
| 64 | CC(Oc1ccc(Cl)cc1Cl)C(=O)NCCOc1ccc2c(c1)OCO2 (stereo not given) |
| 67 | O=C(Nc1nc2ccc(Cl)cc2s1)c1ccc([N+](=O)[O-])cc1[N+](=O)[O-] |
| 61 | CSc1ccccc1-n1c(=O)c2ccccc2c2ccccc2c1=O |
| 64 | O=C(NC1CCCCC1)c1ccc2c(=O)nc3c(-c4cccc(F)c4)n[nH]n3c2c1 |
| 60 | Cc1ccc(CN2CCN(c3cccc4[nH]ccc34)CC2)cc1 |
| 57 | Cc1ccc(S(=O)(=O)OCC(C)NC(=O)OCc2ccccc2)cc1 (stereo not given) |
| 59 | N#C/C(=N\Nc1ccccc1[N+](=O)[O-])c1nc(-c2ccc(F)cc2)cs1 |
| 59 | CCc1nc(C)cn1S(=O)(=O)c1cc(C)c(Cl)cc1C |
| 53 | CCCc1cc2c(=O)c(-c3nc4ccccc4s3)c(C)oc2cc1OCc1ccc(Cl)c(Cl)c1 |
| 148 | COc1ccc(-c2noc(-c3c(SC)nn(CC(=O)Nc4ccc(C)cc4C)c3N)n2)cc1 |
| 61 | O=C(C1=C(O)C(=O)N(CCCn2ccnc2)C1c1ccco1)c1ccco1 (stereo not given) |
| 62 | CC(C)(C)c1csc(CN2CCN(C(=O)c3cc4ccccc4o3)CC2)n1 |
| 68 | Cc1c(C#N)c(-n2cccc2)n(Cc2cccs2)c1C |
| 72 | Cc1ccc(NC(=O)CSc2nnc3ccc(-c4ccccn4)nn23)cc1F |

(continued)
| RMI FANCM FP | molecule |
| --- | --- |
| 62 | COc1ccc(/C=C2\N=C(C(C)(C)C)OC2=O)c(OC)c1 |
| 74 | COC(=O)C1Cc2c([nH]c3ccccc23)C2(CCN(Cc3ccccc3)CC2)N1 (stereo not given) |
| 54 | O=C(CN1CCc2ccccc21)NN1CC(=O)N(c2ccccc2)CC1=O |
| 67 | COc1cccc(-c2cc(=O)[nH]c(SCc3nc(-c4ccccc4C)oc3C)n2)c1 |
| 57 | COc1ccc(N2C(=O)N(c3ccc(F)cc3)C3CS(=O)(=O)CC32)cc1 (stereo not given) |
| 58 | COc1ccc(NC(=O)CC2C(=O)NCCN2C(=O)NS(=O)(=O)c2ccc(C)cc2)cc1 (stereo not given) |
| 57 | CCS(=O)(=O)N1CCCc2ccc(NC(=O)c3c(-c4ccccc4Cl)noc3C)cc21 |
| 66 | COc1ccc(CC(=O)Nc2ccc3c(c2)N(C(=O)c2ccco2)CC3)cc1OC |
| 64 | COC(=O)c1ccc(NC(=O)Cc2cc(=O)[nH]c(SCc3ccccc3)n2)cc1 |
| 59 | O=C(c1ccc(Cl)c(S(=O)(=O)N2CCCCCC2)c1)N1CCN(c2ccccc2F)CC1 |
| 86 | CCCCOc1ccccc1-c1cc2c(SCC(=O)Nc3c(C)cc(C)cc3C)nccn2n1 |
| 61 | N#Cc1c(Cl)cccc1N1CCSCC1 |
| 81 | O=C(COc1ccc(F)cc1)N1CCN(c2ccc3nnc(-c4ccco4)n3n2)CC1 |
| 54 | O=S(=O)(Nc1nc(SCc2ccc(Cl)cc2)n[nH]1)c1ccc(-c2ccccn2)s1 |

Source: PubChem BioAssay (Small Molecule Screening Facility, UW Madison)
